Source: PubChem
KLK7 zymogen act – activates the human kallikrein-7 zymogen; P49862; purified proKLK7, EDANS-DABCYL substrate fluorescence; 100% is mature enzyme control, 0% vehicle; activation, % at 7 µM; hit rate 0.9% among 370,000;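 active = activation above the mean of all tested compounds plus 3 SD, computed per campaign excluding outliers beyond control limits, cut at about 13% in these data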
DDE Tn6 FP inh – DD(E)-Tn6 binding inhibition, primary FP screen | hit rate 0.21% among 370,000 | P02675 | AID 720509 | inhibition, % at 8.3 µM | Fibrin DD(E) TRITC-Tn6 fluorescence polarization displacement;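 active = inhibition above a per-campaign cutoff: mean of compounds within control limits plus 3 SD, cut at about 15% in these data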;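 also: 0% = median of all compound wells on the plate and 100% = blocking peptide control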
Target sequence (P02675 whole entry, looked up): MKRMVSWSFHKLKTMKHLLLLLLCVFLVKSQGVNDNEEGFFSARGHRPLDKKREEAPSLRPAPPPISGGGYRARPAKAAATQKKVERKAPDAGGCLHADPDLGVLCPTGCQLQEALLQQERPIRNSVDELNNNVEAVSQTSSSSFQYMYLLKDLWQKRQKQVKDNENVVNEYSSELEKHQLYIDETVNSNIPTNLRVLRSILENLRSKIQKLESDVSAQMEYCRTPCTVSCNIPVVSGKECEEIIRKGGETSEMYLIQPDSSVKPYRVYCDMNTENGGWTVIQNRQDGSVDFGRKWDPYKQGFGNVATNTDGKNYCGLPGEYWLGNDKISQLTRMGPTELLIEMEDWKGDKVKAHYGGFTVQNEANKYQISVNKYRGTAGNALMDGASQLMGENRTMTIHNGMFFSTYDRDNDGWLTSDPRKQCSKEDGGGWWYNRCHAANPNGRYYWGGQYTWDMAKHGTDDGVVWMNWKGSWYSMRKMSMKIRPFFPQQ
PLC-gamma1 inh – blocks human PLC-gamma1 enzyme activity; hit rate 0.84% among 370,000; P19174; inhibition, % at 12.2 µM; purified PLC-gamma1, fluorogenic substrate, fluorescence; in the data active = inhibition above about 9.5%
Rev-erbA mod – modulates human Rev-erb alpha binding to DNA; P20393; AID 1259318; activity, % at 10 µM; Rev-erbα–FITC-DNA binding, fluorescence polarization, 90 min; hit rate 0.79% among 370,000;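 active = activity above about 14%, limit read from the data; passing the limit was not always enough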;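 also: 0% = DMSO wells with 35 nM protein and 100% = DMSO wells with 750 nM protein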
Target sequence (P20393 whole entry, looked up): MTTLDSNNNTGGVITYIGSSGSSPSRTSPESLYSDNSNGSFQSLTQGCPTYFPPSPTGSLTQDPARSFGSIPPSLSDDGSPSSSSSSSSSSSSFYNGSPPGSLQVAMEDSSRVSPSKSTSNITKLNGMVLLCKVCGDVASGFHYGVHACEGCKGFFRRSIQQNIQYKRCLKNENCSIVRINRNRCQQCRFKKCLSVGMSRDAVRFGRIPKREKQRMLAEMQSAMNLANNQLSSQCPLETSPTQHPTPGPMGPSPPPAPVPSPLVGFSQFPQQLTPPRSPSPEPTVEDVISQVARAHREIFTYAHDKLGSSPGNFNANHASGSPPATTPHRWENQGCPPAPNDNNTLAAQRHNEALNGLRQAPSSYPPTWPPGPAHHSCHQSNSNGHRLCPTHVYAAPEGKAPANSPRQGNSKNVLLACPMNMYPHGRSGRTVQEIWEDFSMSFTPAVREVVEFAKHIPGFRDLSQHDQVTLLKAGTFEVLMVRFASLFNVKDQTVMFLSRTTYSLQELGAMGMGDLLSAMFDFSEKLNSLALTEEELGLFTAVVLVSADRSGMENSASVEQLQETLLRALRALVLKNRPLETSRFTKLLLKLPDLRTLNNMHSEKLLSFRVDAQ
UHRF1 binding – UHRF1 methyl-DNA binding inhibition; Q96T88; UHRF1 binding to methylated oligo, TR-FRET; inhibition, % at 4.4 µM; hit rate 0.75% among 370,000; AID 687016; in the data active = inhibition above about 21%;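 also: UHRF1 SRA domain binding a hemimethylated CpG hairpin DNA probe; 0% = median of test compound wells and 100% = reference inhibitor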
ASAP1 inh – inhibitors of human ASAP1 ArfGAP activity; ASAP1-stimulated ARF1 GTP hydrolysis, GDP FP detection; hit rate 0.19% among 360,000; inhibition, % at 16.5 µM; Q9ULH1; in the data active = inhibition above about 25%;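 also: 0% = vehicle with enzyme and substrate and 100% = no enzyme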
ARFGAP1 inhibitor – rat ARFGAP1 inhibition. Q62848. Arfgap1-stimulated ARF1 GTP hydrolysis, GDP FP detection. inhibition, % at 16.5 µM. hit rate 0.26% among 360,000;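 active = inhibition above a per-plate limit, mean inhibition of low control wells plus 3 SD, cut at about 25% in these data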;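 also: 0% = DMSO wells with enzyme and 100% = wells lacking Arfgap1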
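Assay system: Rat Arfgap1 GAP domain (His6, aa 1-136), purified enzyme | Buffer or medium: HEPES 25 mM pH 7.5, NaCl 150 mM, MgCl2, DTT | Schedule: GTP hydrolysis reaction 2 h at 25 °C | Signal: FP of antibody-bound GDP Alexa 633 tracer, ex 620/em 688 nm | Measure: Percent inhibition of Arfgap1-stimulated GTP hydrolysis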
Tn7 DDE FP – disrupts Tn7 cyclic peptide binding to fibrin D-Dimer-E complex; hit rate 0.13% among 370,000; inhibition, % at 8.3 µM; P02675; FP displacement of FITC-Tn7 peptide from fibrin DD(E); 0% = median of compound wells per plate;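 active = inhibition above the mean of compounds falling within the control limits plus 3 SD of them, cut at about 14% in these data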;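 also: 0% = plate median of compound wells and 100% = 10 µM Aha-Tn7 peptide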
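Also added: labelled Tn7 tracer, 0.1 µM; Assay system: human fibrin DD(E) protein; Amount: 2 µM fibrin DD(E); Schedule: 10 min compound pre-incubation, 3 h probe incubation at room temperature; Repeats: one replicate per compound; Read-out basis: percent inhibition; Measured by: fluorescence polarization of the labelled Tn7 tracer.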
HGIII-sPLA2 inh – Blocks human group III sPLA2 activity; QFRET BODIPY PC-A2 liposome hydrolysis, fluorescence; inhibition, % at 12.2 µM; hit rate 0.56% among 370,000; AID 743126;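 active = inhibition above mean plus 3 SD of compounds lying within the high and low control bounds, cut at about 19% in these data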;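 also: 0% = median of test compound wells and 100% = no enzyme DMSO wells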
PLC-beta3 inh – inhibitors of human phospholipase C beta3 | Q01970 | Purified PLC-beta3, fluorogenic substrate, fluorescence | inhibition, % at 12.2 µM | hit rate 0.18% among 370,000 | AID 720704; in the data active = inhibition above about 11%;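 also: 0% = median of compound wells on plate and 100% = full blocker control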
An asterisk follows results filed as active; / = not tested or not shown.

SMILES,KLK7 zymogen act,ARFGAP1 inhibitor,Rev-erbA mod,PLC-beta3 inh,ASAP1 inh,Tn7 DDE FP,UHRF1 binding,PLC-gamma1 inh,HGIII-sPLA2 inh,DDE Tn6 FP inh
CN(CCc1cn[nH]c1)C(=O)CC1C(=O)NCCN1Cc1cccc(Oc2ccccc2)c1 (stereo not drawn),0.5,9,-5,-15,-4,7,5,-7,4,-2
Cc1nn(C(C)(C)C)c(N)c1-c1ccccc1,-0.2,-10,-4,0,-4,-8,1,5,7,1
Cc1cccc(-n2cccc2)c1C#N,0.6,2,5,2,-1,-3,-1,-1,3,3
[2H]c1c([2H])c([2H])c(C(=O)c2sc(N3CCCCCC3)nc2-c2ccccc2)c([2H])c1[2H],-0.1,-4,0,-10,5,3,0,-8,-1,4
O=S(=O)(c1ccc2c(c1)OCO2)N1CCN(c2nnnn2-c2ccccc2)CC1,-0.5,3,5,1,0,5,-1,-3,8,5
Cc1nc2ccc(S(=O)(=O)NCC(=O)N(C)Cc3ccccc3Cl)cc2s1,-0.5,/,-5,-1,/,3,3,1,-2,5
CCOc1ccc(C2CC(=O)n3nc(C45CC6CC(CC(C6)C4)C5)nc3S2)cc1OC (stereo not drawn),0.6,-2,-2,-3,0,4,4,-4,-4,5
CCc1ccc(NC(=O)N2CCc3ccccc3C2)cc1,-0.7,-2,6,-4,0,-3,0,2,-2,-1
O=C(COc1ccc(Cl)cc1Cl)Nc1cccnc1,0.5,-4,-6,-70,-19,-4,-3,0,-4,-2
N#CCC(=O)NCCCOC(=O)Nc1ccc(Cl)c(Cl)c1,0.1,5,-2,2,12,-4,0,4,-32,0
Cc1cc2c(cc1C)NC(C)CC(=O)N2 (stereo not drawn),5.4,-4,0,-130,-3,-6,-7,-103,-10,-1
CCOc1ccc(CN2C(=O)CC(=O)N(S(=O)(=O)c3ccc(OCC)cc3)C2=O)cc1,0.0,-4,5,-6,-3,2,2,4,-9,-2
CCOc1ccccc1C(=O)NCC(=O)OCCOc1cccc(Cl)c1,-0.6,-5,3,-6,0,7,2,-2,-14,6
Cc1ccc2nc(/C(C#N)=C/c3ccc(-c4ccccc4C(=O)O)o3)[nH]c2c1,0.9,-7,41*,-248,6,-11,-28,-193,-18,-10
O=C(Nc1ccccc1Cl)c1cc[n+](Cc2ccc([N+](=O)[O-])cc2)cc1,-0.1,-8,4,2,2,6,4,4,10,10
CC1=NN(c2cccc(Cl)c2)C(=O)C12CC(C)=C(C)CS2 (stereo not drawn),-0.7,6,-1,2,-7,4,3,0,2,3
Cc1[nH]c2ccccc2c1SCc1nnc(SCc2ccccc2)n1C,1.2,2,4,-4,7,-10,1,2,-7,-2
COc1cccc(N/C=C/C(=O)c2ccc(Br)cc2)c1,-5.6,9,1,-30,14,4,-4,-25,-18,-3
CCCCn1c(N)c(N(CC)C(=O)CCc2ccccc2)c(=O)[nH]c1=O,0.6,12,-1,3,5,-6,1,0,-1,3
Cc1c(C(=O)Oc2cc(N)n(S(C)(=O)=O)n2)cccc1[N+](=O)[O-],-0.1,7,1,-3,-6,0,1,-1,4,4
Cc1ccc(S(=O)(=O)NCc2ccc3c(c2)cc(C)n3C)cc1,-1.1,-8,-2,-49,12,-7,0,-28,-3,71*
CCc1ccc(S(=O)(=O)Nc2cccc(C3OCCCO3)c2)cc1,0.1,-1,0,-2,1,2,7,-3,-5,2
CCOC(=O)c1c(C)[nH]c(C)c1C(=O)COC(=O)c1cccnc1SC,-0.7,8,3,-7,-13,-8,0,9,-7,2
O=C(NCC(F)(F)F)Nc1ccccn1,-0.4,0,1,3,5,2,-3,4,7,2
Fc1ccc(N2CCN(Cc3cnc(Oc4ccc(Br)cc4)s3)CC2)cc1,-0.2,-3,-1,-1,-9,-4,3,1,10,2
c1ccc(NCc2cccnc2)cc1,-0.5,-5,4,1,-6,3,-1,-1,9,-4
C=CCNC(=S)N(C)[C@H]1C[C@H]2c3[nH]c4cccc(-c5cccc(F)c5)c4c3CCN2C(=O)[C@H]1[C@H](C)O,-13,/,-2,-227,/,3,6,-165,-6,0
CC(C)Nc1nnc(SCC(=O)NCc2ccc3c(c2)OCO3)s1,-0.1,9,-5,-1,17,-4,5,0,10,-8
O=C(Nc1ccc2c(c1)Cc1ccccc1-2)c1ccccc1F,5.7,-2,9,-7,3,0,2,-1,-4,0
CC(Sc1ccccc1)C(=O)NCC(c1ccco1)N1CCCCC1 (stereo not drawn),0.2,-8,2,-5,-11,7,-4,1,-7,-4

An excerpt from above in order of the PLC-beta3 inh value, lowest first.
SMILES,KLK7 zymogen act,ARFGAP1 inhibitor,Rev-erbA mod,PLC-beta3 inh,ASAP1 inh,Tn7 DDE FP,UHRF1 binding,PLC-gamma1 inh,HGIII-sPLA2 inh,DDE Tn6 FP inh
Cc1ccc(S(=O)(=O)NCc2ccc3c(c2)cc(C)n3C)cc1,-1.1,-8,-2,-49,12,-7,0,-28,-3,71*
O=S(=O)(c1ccc2c(c1)OCO2)N1CCN(c2nnnn2-c2ccccc2)CC1,-0.5,3,5,1,0,5,-1,-3,8,5
O=C(NCC(F)(F)F)Nc1ccccn1,-0.4,0,1,3,5,2,-3,4,7,2

Remaining list, next part
SMILES,KLK7 zymogen act,ARFGAP1 inhibitor,Rev-erbA mod,PLC-beta3 inh,ASAP1 inh,Tn7 DDE FP,UHRF1 binding,PLC-gamma1 inh,HGIII-sPLA2 inh,DDE Tn6 FP inh
O=C(Nc1cc2c(cc1Cl)OCCCO2)c1ccc(F)cc1,0.3,-2,2,3,-8,-8,0,3,-1,8
O=C(c1ccccc1Br)N1CCCC(c2nc(-c3cccs3)no2)C1 (stereo not drawn),0.2,-1,-2,0,-2,3,0,1,-2,-2
O=C(CNC(=O)c1ccc(Cl)c([N+](=O)[O-])c1)OCN1C(=O)c2ccccc2C1=O,0.5,12,6,-2,6,-1,4,1,16,-3
Cc1ccccc1CN1CCN(S(C)(=O)=O)CC1,-0.1,15,2,5,4,3,3,0,6,-5
CCCCn1c(N)c(N(CC(C)C)C(=O)c2ccncc2)c(=O)[nH]c1=O,-0.1,8,0,-10,11,2,-1,-3,-4,2
CC(=O)N1CCN(CCN=CC2=C(O)CC(C)(C)CC2=O)CC1,-0.9,11,5,1,-7,-1,-2,0,7,-2
NS(=O)(=O)c1cccc(NC(=O)COC(=O)Cn2cc(C(F)(F)F)ccc2=O)c1,0.4,2,3,-2,10,-7,0,0,-7,-1
CCn1c(NCc2ccccn2)nc2ccccc21,-1.6,2,-3,1,14,2,1,5,5,3
COc1ccc(CCNC(=S)N2CCC(C(N)=O)CC2)cc1,-0.1,-8,-3,-4,-19,2,-4,2,4,-3
CC(=O)c1cccc(NC(=O)c2cccc3ccccc23)c1,0.2,1,0,-2,-6,6,-1,2,-3,5
CC1CCN(c2c(NCc3ccc(C(=O)N4CCc5ccccc54)cc3)c(=O)c2=O)CC1,0.8,7,-7,-3,1,4,7,-2,10,5
Cc1ccc(S(=O)(=O)NNC(=O)c2c(O)c3ccccc3[nH]c2=O)cc1,-0.2,-3,2,-8,-8,1,5,-1,10,-3
COc1ccccc1N1CCN(Cc2cn[nH]c2-c2ccc(F)cc2)CC1,0.2,-4,-3,-5,0,3,4,0,-3,4
CCOC(=O)c1oc2cc(OCC(N)=O)ccc2c(=O)c1-c1ccc(OC)c(OC)c1,0.9,6,0,0,2,4,1,0,8,-8
O=C(CSc1cn(CCNC(=O)c2cccs2)c2ccccc12)NC1CCCC1,0.3,8,9,1,1,1,-1,0,-6,-1
COc1ccc(NC(=O)C[C@H]2C(=O)N(C3CCCCC3)C[C@@H]2c2ccccc2)cc1,0.1,8,-5,-2,-5,8,-1,1,0,2
CCN(CC1COc2ccccc2O1)C(=O)c1ccc(Cl)c(S(=O)(=O)N2CC(C)OC(C)C2)c1 (stereo not drawn),0.6,13,-5,-5,6,-2,1,0,-10,-3
Cc1cc(Br)ccc1SCC(=O)OCC(=O)N1CCN(C(=O)c2ccco2)CC1,0.6,6,4,-2,-5,-2,2,1,0,-8
CCCCc1ccc(Nc2nc(N3CCOCC3)nc(N3CCOCC3)n2)cc1,0.5,0,0,-2,5,-4,-1,1,0,-3
CCCCOc1ccc(CSC(=N)N)cc1Cl,-0.2,10,4,-8,2,7,7,7,54*,-2
O=C(O)c1cc(-c2ccc(Cl)cc2)n(-c2cccc(Cl)c2)n1,-0.4,7,4,-10,-2,-2,14,0,-5,3
CCc1nccn1-c1cc(C(C)(C)C)nc2c(-c3ccc(Cl)cc3)cnn12,-0.1,-1,3,-37,3,-4,-1,-24,3,-4
CCOC(=O)C1(Cc2ccccc2C)CCCN(S(C)(=O)=O)C1 (stereo not drawn),0.4,9,0,-13,1,4,2,-1,-1,4
CCOc1cccc(/C=N/NC(=O)c2cc(C3CC3)[nH]n2)c1O,-9.1,-2,6,-40,-6,2,-3,-17,-13,3
c1nnnn1C12CC3CC(CC(C3)C1)C2,-0.2,1,-1,4,1,1,1,4,4,-3
CN(C)CCCN(C(=O)COc1ccc(Cl)cc1)c1nc2cc3c(cc2s1)OCO3,-0.7,10,6,-4,4,-1,3,2,0,0
COc1ccccc1C(=O)N/N=C(\C)CC(=O)Nc1ccccc1NC(C)=O,0.6,17,-3,-9,8,8,-1,0,5,2
O=C(Cc1coc2cc(O)ccc12)NNC(=O)c1ccc(Br)s1,0.9,-7,7,-25,-1,-2,-1,-19,-14,-1
CC1CCN(C(=O)CCNS(=O)(=O)c2ccccc2)CC1,-1.0,5,1,-1,4,-2,1,2,3,4
Cc1ccc(C)n1-c1ccc(-c2ccnc(N)n2)cc1,2.6,-2,-4,-103,1,5,-3,-62,-4,4

An excerpt from above with just UHRF1 binding, PLC-gamma1 inh and DDE Tn6 FP inh:
mol,UHRF1 binding,PLC-gamma1 inh,DDE Tn6 FP inh
O=C(Nc1cc2c(cc1Cl)OCCCO2)c1ccc(F)cc1,0,3,8
O=C(c1ccccc1Br)N1CCCC(c2nc(-c3cccs3)no2)C1 (stereo not drawn),0,1,-2
O=C(CNC(=O)c1ccc(Cl)c([N+](=O)[O-])c1)OCN1C(=O)c2ccccc2C1=O,4,1,-3

Remaining list, next part.
SMILES,KLK7 zymogen act,ARFGAP1 inhibitor,Rev-erbA mod,PLC-beta3 inh,ASAP1 inh,Tn7 DDE FP,UHRF1 binding,PLC-gamma1 inh,HGIII-sPLA2 inh,DDE Tn6 FP inh
CCOC(=O)c1[nH]c(C(=O)O)c(CCN(CC)CC)c1C,-0.2,-3,-6,1,-20,10,2,0,10,-4
O=C(CCNC(=O)c1ccccc1Cl)NCc1ccco1,-0.2,2,3,2,5,-5,0,0,5,-4
Cc1noc(C)c1C(=O)Nc1ccccc1N1CCOCC1,-0.1,-11,-1,-5,1,3,5,1,7,-4
Cc1nn(C)c(C)c1CN(C)S(=O)(=O)c1ccc(F)cc1,-0.4,9,1,1,15,-1,0,6,3,-2
COCCNC(=O)c1ccc(CS(=O)(=O)c2ccc(OC)cc2)o1,0.2,-6,-4,4,7,2,-1,1,0,-4
O=C(N/N=C/c1ccc[nH]1)c1cccc(Br)c1,-0.9,-2,-5,-28,5,2,-6,-23,-4,3
COc1ccc(NC(=O)COC(=O)CCNC(=O)c2ccco2)cc1Cl,0.5,-5,-4,-7,-12,6,0,-2,4,-1
